# SNCA expr inh: SNCA gene expression inhibition | AID 1671194 | Potency, µM (doses to about 57.2 µM), without a hit: top-dose activity change, negative = inhibition, actives largely listed as inhibitors | HEK-293 SNCA-luciferase knock-in, luminescence, 24 h | hit rate 0.17% among 140,000;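 further: potency means the concentration at half of the fitted maximal effect; plate controls were DMSO cells for no effect and cell-free wells for full effect; nearly all actives have a fitted effect of over 45% in size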
# SNCA viab count: reduces viability of HEK-293 SNCA reporter cells; HEK-293-SNCA-luc viability, GF-AFC fluorescence, 24 h; hit rate 0.12% among 150,000; Potency, µM (doses to about 57.1 µM), inactives show top-dose activity change, negative = cytotoxicity, actives largely listed as cytotoxic;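 further: potency means the concentration at half of the fitted maximal effect; 0% = DMSO-treated cells and -100% = medium-only wells without cells; nearly all actives have a fitted effect of over 30% in size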
#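 Cytotoxicity counterscreen: after 24 h compound treatment of genome-edited SNCA-luciferase HEK-293 cells, live-cell protease substrate GF-AFC read by fluorescence after 30 min; activity scaled between DMSO (0%) and medium-only (-100%), curves Hill-fitted.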
# FLuc inh: Photinus pyralis luciferase inhibition; P08659; purified P. pyralis luciferase, luminescence, biochemical; Potency, µM (doses to about 115 µM), for the others: at the top dose activity change, negative = inhibition, most hits filed as inhibitors; hit rate 2.5% among 76,000; AID 1347043; further: potency means the concentration at half of the fitted maximal effect; nearly all actives have a fitted effect of over 65% in size
# Target sequence (P08659 whole entry, looked up): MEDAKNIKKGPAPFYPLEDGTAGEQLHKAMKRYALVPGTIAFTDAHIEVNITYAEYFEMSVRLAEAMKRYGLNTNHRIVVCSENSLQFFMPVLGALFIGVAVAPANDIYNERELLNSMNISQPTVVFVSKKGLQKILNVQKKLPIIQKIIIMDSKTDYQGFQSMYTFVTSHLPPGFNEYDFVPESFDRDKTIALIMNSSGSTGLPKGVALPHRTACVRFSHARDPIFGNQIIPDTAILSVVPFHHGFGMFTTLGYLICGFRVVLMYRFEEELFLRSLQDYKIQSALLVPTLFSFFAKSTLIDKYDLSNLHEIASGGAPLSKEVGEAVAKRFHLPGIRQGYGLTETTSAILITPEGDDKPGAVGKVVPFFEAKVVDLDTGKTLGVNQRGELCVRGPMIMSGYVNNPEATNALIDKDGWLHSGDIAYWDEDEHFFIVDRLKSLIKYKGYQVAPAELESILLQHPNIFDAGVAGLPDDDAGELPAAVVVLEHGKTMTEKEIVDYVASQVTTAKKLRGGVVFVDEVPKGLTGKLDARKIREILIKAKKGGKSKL
#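 Luminescence read by CCD imaging after purified firefly luciferase (10nM final) was added to substrate buffer holding 10uM D-luciferin and 10uM ATP, pH 7.5, pre-dosed with compound.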
# HEK293 tox: kills HEK 293 cells; HEK 293 viability, ATP luminescence (CellTiter-Glo), 48-72 h; Potency, µM (top dose mostly 115 µM), for the others: top-dose activity change, negative = cytotoxicity, most hits filed as inhibitors; hit rate 6.6% among 94,000; AID 1345083; further: potency means the concentration at half of the fitted maximal effect; nearly all actives have a fitted effect of over 60% in size
#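 Pintool-delivered compounds were incubated with HEK 293 cells (250 cells/well) at 37 degree Celsius for 48 or 72 hr. ATP-dependent luminescence (CellTiter-Glo) then reported remaining viable cells.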
# GPT2 inhibitor: GPT2 alanine aminotransferase inhibition. Q8TD30. Recombinant GPT2, coupled pyruvate oxidase/HRP Amplex Red fluorescence. AID 1671188. hit rate 0.25% among 100,000. Potency, µM (titrated, usually from 57.7 µM), inactives show top-dose activity change, negative = inhibition, hits mostly inhibitors; further: potency means the concentration at half of the fitted maximal effect; nearly all actives have a fitted effect of over 60% in size; many of its hits are not listed in these tables
# Target sequence (Q8TD30 whole entry, looked up): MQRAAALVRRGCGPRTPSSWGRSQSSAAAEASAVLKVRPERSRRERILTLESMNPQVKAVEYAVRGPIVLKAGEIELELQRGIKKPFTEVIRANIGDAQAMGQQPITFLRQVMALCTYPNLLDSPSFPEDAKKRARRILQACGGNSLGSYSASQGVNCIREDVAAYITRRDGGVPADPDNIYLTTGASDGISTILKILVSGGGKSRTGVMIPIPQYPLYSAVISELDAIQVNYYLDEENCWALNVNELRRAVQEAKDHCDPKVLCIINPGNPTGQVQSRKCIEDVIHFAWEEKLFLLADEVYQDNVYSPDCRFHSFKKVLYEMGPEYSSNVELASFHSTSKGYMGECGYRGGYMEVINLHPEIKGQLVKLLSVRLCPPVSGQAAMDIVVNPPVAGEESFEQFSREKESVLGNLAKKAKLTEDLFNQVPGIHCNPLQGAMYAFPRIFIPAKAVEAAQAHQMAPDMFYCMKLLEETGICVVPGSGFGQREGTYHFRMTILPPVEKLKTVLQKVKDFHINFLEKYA
#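 Recombinant GPT2 (10ng/uL) with 250uM a-KG and 2mM L-alanine, 30 min at room temperature, in HEPES pH 7.5 buffer. Pyruvate detected by pyruvate oxidase/HRP/Amplex Red fluorescence after 30 min in the dark; AOA (50uM) as positive control.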
# 3T3 cytotox: cytotoxic compounds in NIH 3T3 cells. NIH 3T3 viability, CellTiter-Glo ATP luminescence, 48-72 h. Potency, µM (titrated, usually from 96.7 µM), for inactives: at the top dose activity change, negative = cytotoxicity, hits mostly inhibitors. hit rate 4.3% among 94,000; further: potency means the concentration at half of the fitted maximal effect; nearly all actives have a fitted effect of over 55% in size
#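 ATP-dependent luminescence (CellTiter-Glo) served as the viability signal for NIH 3T3 cells treated with compound for 48 or 72 hr at 37 °C.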
# IP6K1 inh: IP6K1 kinase inhibition; Q92551; IP6K1 kinase, ADP-Glo luminescence, 2 h; active compounds read low; activity change, % (series mostly up to about 58 µM); hit rate 0.81% among 140,000; AID 1645851; in the data active means activity change below about -25%
#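 ADP-Glo luminescence measures ADP made by human IP6K1 during a 2 h RT reaction with ATP/IP6 (mix at 1.3 mM/130 uM); top library doses 57.5 and 19.1 uM final.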
# An asterisk follows results filed as active; i = inactive; u = inconclusive; x = no result given; [ ] = remark or other dose. Unless noted, the call rests on the fitted dose curve; in most records, active means well fitted curve in the direction sought with a large enough effect; inconclusive means small, poorly fitted or top-dose-only effect, or another doubt; inactive means no such curve, though single readings can be large; an effect the other way counts as inactive or inconclusive. Unless noted, on the % scale 0 is the no-effect control and ±100 the full control effect.
SMILES,SNCA expr inh,SNCA viab count,FLuc inh,HEK293 tox,GPT2 inhibitor,3T3 cytotox,IP6K1 inh
CC(NC(=O)Cn1ccc2cc(S(=O)(=O)N3CCCCCC3)ccc21)c1ccccc1 (configuration not stated),-10%,-5%,x,x,x,x,4
O=C(c1ccc(C(F)(F)F)cc1)N1CCC(c2nc(-c3ccc(S(=O)(=O)N4CCCC4)cc3)no2)CC1,8%,-3%,x,x,x,x,-8
CC1CCN(C(=O)c2cc3c(=O)n(C)c4cc(Cl)ccc4c3s2)CC1,6%,-7%,x,x,x,x,34
COCC(=O)N1CC[C@H]2CC(=O)N(CCc3cccc(OC)c3OC)CC[C@H]2C1,-14%[87.6 µM],-1%[87.6 µM],7%[172 µM],-7%[172 µM],4%[88.5 µM],-20%[174 µM],13
CN1CCN(S(=O)(=O)c2ccc(F)cc2)CC12CCNC(=O)CC2 (configuration not stated),u,4%,-9%,-8%,1%,2%,0
CC(C)(C)c1nnc2ccc(C(=O)NC3CC3)cn12,24%[87.6 µM],5%[87.6 µM],x,-2%[172 µM],-12%[88.5 µM],0%[138 µM],13
CCc1ccc2ncc3c(-c4ccc(C)cc4)nn(CC(=O)Nc4ccc(C)cc4)c3c2c1,11%,2%,x,x,x,x,30
COc1ccc(C2CCC(=O)N2Cc2ccc3c(c2)OCO3)cc1 (configuration not stated),-4%,-9%,-1%,u,i,u,-15
O=C1CN(C(=O)CCC(=O)N2CCCC(c3nc(C4CCOCC4)no3)C2)c2ccccc2N1 (configuration not stated),0%,-2%,0%,-9%,i,-10%,9
O=[N+]([O-])c1cc(Cl)ccc1S(=O)(=O)N1CCN(Cc2ccccc2)CC1,x,-3%,x,x,i,x,-2

# Nine compounds already listed, ordered by molecular weight, smallest number first:
SMILES,SNCA expr inh,SNCA viab count,FLuc inh,HEK293 tox,GPT2 inhibitor,3T3 cytotox,IP6K1 inh
CC(C)(C)c1nnc2ccc(C(=O)NC3CC3)cn12,24%[87.6 µM],5%[87.6 µM],x,-2%[172 µM],-12%[88.5 µM],0%[138 µM],13
CN1CCN(S(=O)(=O)c2ccc(F)cc2)CC12CCNC(=O)CC2 (configuration not stated),u,4%,-9%,-8%,1%,2%,0
CC1CCN(C(=O)c2cc3c(=O)n(C)c4cc(Cl)ccc4c3s2)CC1,6%,-7%,x,x,x,x,34
O=[N+]([O-])c1cc(Cl)ccc1S(=O)(=O)N1CCN(Cc2ccccc2)CC1,x,-3%,x,x,i,x,-2
COCC(=O)N1CC[C@H]2CC(=O)N(CCc3cccc(OC)c3OC)CC[C@H]2C1,-14%[87.6 µM],-1%[87.6 µM],7%[172 µM],-7%[172 µM],4%[88.5 µM],-20%[174 µM],13
CCc1ccc2ncc3c(-c4ccc(C)cc4)nn(CC(=O)Nc4ccc(C)cc4)c3c2c1,11%,2%,x,x,x,x,30
CC(NC(=O)Cn1ccc2cc(S(=O)(=O)N3CCCCCC3)ccc21)c1ccccc1 (configuration not stated),-10%,-5%,x,x,x,x,4
O=C1CN(C(=O)CCC(=O)N2CCCC(c3nc(C4CCOCC4)no3)C2)c2ccccc2N1 (configuration not stated),0%,-2%,0%,-9%,i,-10%,9
O=C(c1ccc(C(F)(F)F)cc1)N1CCC(c2nc(-c3ccc(S(=O)(=O)N4CCCC4)cc3)no2)CC1,8%,-3%,x,x,x,x,-8

# (further entries)
SMILES,SNCA expr inh,SNCA viab count,FLuc inh,HEK293 tox,GPT2 inhibitor,3T3 cytotox,IP6K1 inh
COc1ccc(CCC(=O)N2CCC(Cc3nncn3Cc3ccccc3)C2)cc1 (configuration not stated),-29%,0%,-9%,-3%,i,-19%,18
N#CCn1nc2n(c1=O)CCN(S(=O)(=O)c1ccc3c(c1)OCCO3)CC2,11%,-2%,-4%,1%,-15%,-10%,-5
Cc1ccc(-n2nnnc2CNC(=O)c2ccccc2C)cc1C,35%[activator],-7%,x,x,x,x,22
O=C(NCc1ccc(F)cc1)c1ccc2c(Cl)c3c(nc2c1)CCCC3,0%,-5%,x,x,x,x,0
O=[S+]1([O-])NCC2(CCN(CC3CCNCC3)C2)Nc2ccccc21 (configuration not stated),-6%,9%,-9%,-2%,i,-17%,1
CN(C)C(=O)N1CCC[C@@H]1C(=O)N1CCC(N2CCOC2=O)CC1,19%[87.6 µM],5%[87.6 µM],x,-3%[172 µM],i,-10%[138 µM],-4
CC(C)C[C@@H](NC(=O)C1=C[C@@H](NC(=O)CC(C)(C)C)[C@@H](O)[C@H](O)C1)C(N)=O,-18%[87.6 µM],3%[87.6 µM],-6%[172 µM],i,0%[88.5 µM],i,-7
CN(Cc1ccccc1)C(=O)c1ccc2c(c1)NC(C)(COc1cccnc1)CO2 (configuration not stated),u,-4%[87.6 µM],-6%[172 µM],u,-3%[88.5 µM],-29%[138 µM],15
COc1ccc(CCC(=O)N2[C@@H]3CC[C@H]2CC(NC(=O)c2ccc(F)cc2)C3)cc1 (some centres not stated),-9%,-6%,-3%,-14%,-8%,u,1
COc1ccc(-c2cccc(C(=O)N3CCN(C(=O)c4ccc(F)cc4)CC3)c2)nn1,x,x,x,-5%,x,-6%,-1
CC(=O)OC[C@@]12[C@H](O)C[C@]3(C)C(=CCC4[C@@]5(C)CC[C@H](O[C@@H]6O[C@H](C(=O)O)[C@@H](O[C@@H]7O[C@H](CO)[C@@H](O)[C@H](O)[C@H]7O)[C@H](O)[C@H]6O[C@@H]6O[C@H](CO)[C@@H](O)[C@H](O)[C@H]6O)[C@](C)(CO)C5CC[C@]43C)[C@@H]1CC(C)(C)[C@@H](OC(C)=O)[C@@H]2O (some centres not stated),x,-5%[12.5 µM],x,x,i,x,-7
O=C(Nc1ccccc1)N1CC(Oc2ccc(-c3noc(-c4ccncc4)n3)cc2)C1,25%,-6%,2%,u,i,-25%,18
O=C(O)CCNC(=O)N1CCCC(c2cccc(C(=O)O)c2)C1 (configuration not stated),-9%,2%,-1%,-12%,-14%,-8%,-3
CN(CC(=O)N1CCCn2nc(-c3cccc(C(F)(F)F)c3)cc2C1)S(=O)(=O)c1ccc2c(c1)oc(=O)n2C,u,-19%,x,32µM*,5%,u,5
COc1ccc(C(=O)N[C@@H]2CN(c3ccncn3)C[C@H]2CN(C)C)cc1F,9%,3%,4%,2%,2%,-3%,4
O=c1cc(OCc2ccc(F)cc2)ccn1-c1ccc(OCCN2CCCC2)cc1,x,-21%,x,x,-4%,x,7
CC(C)c1noc([C@@H]2CCCN2C(=O)Cn2nnnc2CN(C)C(C)C)n1,-23%,7%,-8%,-12%,u,-17%,16
Cc1nn2c(c1-c1ccnn1C(C)C)N(C(=O)C(C)C)CCC2,8%[87.6 µM],1%[87.6 µM],-2%[172 µM],i,-10%[88.5 µM],u,11
C=Cc1ccc(CSc2nc(-c3ccccc3Cl)nc3c2Cc2c(CO)cnc(C)c2O3)cc1,u,u,x,x,x,x,-4
CCc1ccc(NC(=O)NCCc2noc(C)n2)cc1,38%[activator],9%,u,-4%,-7%,-23%,-1
O=S1(=O)NCC2(CCN(Cc3ccc(Cl)s3)CC2)Oc2ncccc21,-21%,-8%,x,-4%,-11%,3%,2
Cc1ccccc1-n1nc(CO)c(C(=O)NCc2cccnc2)n1,16%,3%,x,x,x,x,23
Fc1ccc(Nc2ncnc3onc(-c4ccc(Cl)cc4)c23)cc1Cl,u,-3%,x,x,x,x,14
Cc1cccc(NS(=O)(=O)c2ccc3c(c2)CCN3C(=O)C2CCC2)c1,-24%,-14%,x,x,x,x,-9
O=C(c1ccc(Cl)nc1)N1CCCC(c2nn(-c3ccc(F)cc3)c(=O)[nH]2)C1 (configuration not stated),-4%,u,1%,i,i,-5%,11
Cc1ccc(NC(=O)Cn2nc3n(c2=O)CCCC3)c(C)c1,-13%,-4%,-2%,2%,i,-2%,0
CCc1ccc(NC(=O)C2CCC(CNS(=O)(=O)c3cccs3)CC2)cc1 (configuration not stated),u,5%,x,x,x,x,-8
Cc1ncsc1CN1CCC2(CC1)NCCc1c2[nH]c2ccccc12,39%[activator],4%[12.5 µM],2%,-6%,i,u,6
COc1ccccc1Nc1ccnc(N2CCCC(C(=O)N3CCCCC3)C2)n1 (configuration not stated),-6%,u,x,35µM*,i,35µM*,4
CCOc1ccc(NC(=O)CN2CCN(Cc3ccccc3)S2(=O)=O)cc1,-7%,-14%,x,x,x,x,-1
CC(=O)Nc1cccc(-c2nnc(SCC(=O)c3cc([N+](=O)[O-])ccc3Br)o2)c1,-12%,u,x,x,x,x,13
CN(C)c1cccc(Oc2nnnn2[C@H]2CO[C@H]3[C@@H]2OC[C@@H]3NC(=O)NC2CCCCC2)c1,-1%,-13%,-3%,u,3%,-20%,2
CC(C)CNC(=O)c1ccc2nnc(-c3ccoc3)n2c1,17%[87.6 µM],1%[87.6 µM],x,-4%[172 µM],i,-33%[138 µM],-9
O=C(COc1ccc(F)cc1)NCCc1noc(-c2ccncc2)n1,17%,16%,-1%,-25%,-9%,-27%,9
O=C(Cc1ccccc1)NCC1CN(Cc2cccc(Cl)c2)CC12CN(c1ccccc1)C2 (configuration not stated),-15%,-2%,-4%,u,0%,u,-5
Cc1cccc(NC(=O)N2CCCC(Cc3noc(C4CC4)n3)C2)c1 (configuration not stated),19%,-18%,0%,u,0%,-19%,0
O=C(CC1CCOCC1)NCc1ccc(OC(F)(F)F)cc1,-8%,0%[12.5 µM],6%,u,i,-7%,28
COc1cccc(CNC(=O)c2cc(-c3cccnc3)nc3c2cnn3C)c1,-17%,-5%,x,u,-21%,u,18
COc1ccc(OC)c(NC(=O)Cn2cccc2-c2nc(-c3ccc(F)cc3)no2)c1,-20%,-16%,2%,u,i,u,-4
COc1cc(C(=O)N(CCCN(C)C)c2nc3c(OC)cccc3s2)cc(OC)c1OC,37%[activator],6%,x,x,x,x,47
Cc1ccc(CNC(=O)CN2CCCN(Cc3ccc(F)cc3)S2(=O)=O)cc1,-15%,-9%,x,x,x,x,18
CC1CCC2(CC1)NC(=O)N(CC(=O)NCc1ccccc1Cl)C2=O (configuration not stated),4%,-1%,-5%,-20%,i,-26%,2
COc1cccc(CCC(=O)N(C)C2CCc3nnc(C)n3CC2)c1 (configuration not stated),-27%,-9%,-13%,-3%,i,-17%,-8
Oc1ccc(-c2nc(C3CC3)nc3c2CN(Cc2ccc(F)cc2)CC3)cc1,-4%,1%,-7%,u,i,u,0
O=C(Cn1nc2n(c1=O)CCCCC2)Nc1ccc(F)c(Cl)c1,5%,2%,3%,7%,-3%,-9%,-2
COc1ccc(CNC(=O)C(C)C2CCOCC2)c(OC)c1 (configuration not stated),-19%,3%[12.5 µM],-4%,15%,i,-2%,-7
O=C(c1c(OCC2CC2)cc(=O)n2c1CCOCC2)N1CCCCC1,81%[activator],-1%,-1%,2%,-11%,1%,-10

# High-throughput results deposited in PubChem by National Center for Advancing Translational Sciences (NCATS).
